Screening results: PubChem, The Scripps Research Institute Molecular Screening Center
ADAM17 inh: inhibitors of human ADAM17; recombinant ADAM17, EDANS/DABCYL FRET peptide cleavage; inhibition, % at 6.95 µM; actives 0.83% (n = 370,000);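 active means inhibition above the mean of compounds lying between control limits plus 3 SD, set per campaign, cut at about 8.5% in these data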;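 further: 0% = DMSO-only wells as the low control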
ADAM10 inh: inhibitors of human ADAM10; inhibition, % at 7 µM; O14672; actives 0.62% (n = 370,000); recombinant ADAM10, EDANS/DABCYL FRET peptide cleavage, 3 h; AID 720582;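 active means inhibition above a per-campaign cutoff equal to the mean of compounds falling between control-based bounds plus 3 SD, cut at about 20% in these data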;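 further: 0% = DMSO wells while the 100% control is not disclosed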
PLCg1 inh: blocks human PLC-gamma1 enzyme activity | actives 0.84% (n = 370,000) | P19174 | inhibition, % at 12.2 µM | purified PLC-gamma1, fluorogenic substrate, fluorescence; in the data active means inhibition above about 9.5%
LEDGF integ inh: blocks HIV-1 LEDGF/p75-dependent DNA integration; inhibition, % at 3.7 µM; AID 743269; actives 0.64% (n = 370,000); TR-FRET IN-LEDGF/p75 DNA integration, Eu/Cy5;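 active means inhibition above the screen-wide mean plus 3 SD, cut at about 13% in these data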;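 further: signal is the Cy5 over europium emission ratio at 671 and 618 nm; 0% = plate median of compound wells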
ARFGAP1 inh: rat ARFGAP1 inhibition | actives 0.26% (n = 360,000) | AID 651572 | inhibition, % at 16.5 µM | Arfgap1-stimulated ARF1 GTP hydrolysis, GDP FP detection | Q62848;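 active means inhibition above a per-plate limit, mean inhibition of low control wells plus 3 SD, cut at about 25% in these data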;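 further: 0% = DMSO wells with enzyme and 100% = wells lacking Arfgap1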
Target sequence (Q62848 1-136 limits assumed): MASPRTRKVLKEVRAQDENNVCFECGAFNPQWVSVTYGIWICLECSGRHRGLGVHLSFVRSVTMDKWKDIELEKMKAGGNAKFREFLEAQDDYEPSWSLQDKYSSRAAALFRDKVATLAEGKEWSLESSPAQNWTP
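Material: rat Arfgap1 catalytic domain, aa 1-136; also added: human ARF1(Δ1-17)-GTP substrate; compound dosing: one concentration, 16.5 µM, DMSO 1.26%; incubation: GTP hydrolysis reaction 2 h at 25 °C; measured by: Tracer-displacement fluorescence polarization with EDTA stop, 620/688 nm; evaluation: % inhibition from polarization; repeats: one replicate per compound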
DDE Tn7 FP inh: inhibitors of Tn7 peptide binding to human fibrin DD(E) | P02675 | actives 0.13% (n = 370,000) | inhibition, % at 8.3 µM | FP displacement of FITC-Tn7 peptide from fibrin DD(E); 0% = median of compound wells per plate;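 active means inhibition above the mean of compounds falling within the control limits plus 3 SD of them, cut at about 14% in these data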;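 further: 0% = plate median of compound wells and 100% = 10 µM Aha-Tn7 peptide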
Target sequence (P02675 whole entry, looked up): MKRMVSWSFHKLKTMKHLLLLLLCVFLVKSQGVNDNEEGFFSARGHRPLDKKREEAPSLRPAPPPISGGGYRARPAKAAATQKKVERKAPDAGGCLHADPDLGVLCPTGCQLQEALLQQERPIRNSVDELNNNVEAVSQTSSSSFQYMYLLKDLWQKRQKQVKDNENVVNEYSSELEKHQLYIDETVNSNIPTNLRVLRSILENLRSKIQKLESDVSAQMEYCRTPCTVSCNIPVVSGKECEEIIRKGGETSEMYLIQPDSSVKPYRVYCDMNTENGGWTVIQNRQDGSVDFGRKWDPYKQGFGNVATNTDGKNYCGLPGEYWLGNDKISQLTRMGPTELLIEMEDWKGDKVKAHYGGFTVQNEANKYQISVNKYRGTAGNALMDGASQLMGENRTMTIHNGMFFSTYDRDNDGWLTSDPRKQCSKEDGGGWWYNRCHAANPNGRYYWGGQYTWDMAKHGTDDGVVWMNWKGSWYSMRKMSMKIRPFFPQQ
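Test system: human clot-derived fibrin DD(E) complex / Quantity: 2 µM final DD(E) protein / Incubation: 10 min plus 3 h, room temperature / Measured by: fluorescence polarization / Benchmarks: high control of 10 µM Aha-Tn7 peptide / Replicates: singlicate testing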
Tn6 DDE FP: disrupts Tn6 cyclic peptide binding to fibrin D-Dimer-E complex; P02675; Fibrin DD(E) TRITC-Tn6 fluorescence polarization displacement; inhibition, % at 8.3 µM; actives 0.21% (n = 370,000);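 active means inhibition above a per-campaign cutoff: mean of compounds within control limits plus 3 SD, cut at about 15% in these data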;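 further: 0% = median of all compound wells on the plate and 100% = blocking peptide control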
KLK7 zymogen act: activators of human kallikrein-7 zymogen; purified proKLK7, EDANS-DABCYL substrate fluorescence; 100% is mature enzyme control, 0% vehicle; activation, % at 7 µM; AID 652039; actives 0.9% (n = 370,000); P49862;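 active means activation above the mean of all tested compounds plus 3 SD, computed per campaign excluding outliers beyond control limits, cut at about 13% in these data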
TDP2 inh: blocks human TDP2 phosphodiesterase activity; recombinant TDP2, T5PNP hydrolysis, p-nitrophenol absorbance 415 nm; inhibition, % at 12.8 µM; actives 0.34% (n = 370,000); AID 720702;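 active means inhibition above the mean of all tested compounds plus 3 SD, set per campaign, cut at about 25% in these data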;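 further: 0% = DMSO with enzyme and 100% = buffer with substrate but no TDP2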
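test system = human TDP2 enzyme | input = TDP2 enzyme at 120 nM final | medium = 50 mM Tris-HCl pH 7.5 with Mg2+, KCl, DTT, BSA | also added = T5PNP substrate, 5 mM | times = 2 h at 37 °C | technique = epi absorbance | benchmarks = high control without enzyme, low control DMSO plus TDP2 | replication = each compound tested once, singlicate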
ASAP1 GAP inh: ASAP1 ArfGAP inhibition | inhibition, % at 16.5 µM | actives 0.19% (n = 360,000) | ASAP1-stimulated ARF1 GTP hydrolysis, GDP FP detection | AID 624377 | Q9ULH1; in the data active means inhibition above about 25%;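 further: 0% = vehicle with enzyme and substrate and 100% = no enzyme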
* marks the source's active call; other numbers are inactive results. No enrichment for hits, and some 4.2% of all compounds hit somewhere here.

#1 CC1(c2nnnn2-c2ccc3c(c2)OCCO3)CCC(=O)N1Cc1ccc(F)cc1 (configuration not stated)
#2 O=C(OCC(=O)N1CCCc2ccccc21)c1cccc(S(=O)(=O)N2CCOCC2)c1
#3 C=CCOC(=O)C1=C(C)NC(SCC(=O)Nc2nccs2)=C(C#N)C1c1ccc(Cl)cc1 (configuration not stated)
#4 O=C(CSc1ccc(F)cc1)Nc1ccc2c(c1)C(=O)NC2=O
#5 CC(=O)NC(=S)Nc1ccc(NC(=O)COc2ccc(Cl)cc2)cc1
#6 COc1cc(NC(=O)c2cc3ccccc3o2)c(OC)cc1Br
#7 O=C1C2C3C=CC(C3)C2C(=O)N1CCC(=O)N1CCc2ccccc21 (configuration not stated)
#8 Cc1ccc(N2CC(C(=O)NCCC3=CCCCC3)CC2=O)cc1 (configuration not stated)

Screen / compound no.	1	2	3	4	5	6	7	8
ADAM17 inh	-3.5	0.8	-3.8	-2.9	-6.5	-11.7	-4.1	-0.7
ADAM10 inh	-4.0	-8.3	-3.8	-13.2	7.5	-11.9	-6.8	0.2
PLCg1 inh	4.0	1.2	-73.3	-6.3	3.9	-7.7	-2.2	-0.3
LEDGF integ inh	1.0	3.6	0.1	-0.2	-1.3	-1.0	2.5	2.0
ARFGAP1 inh	5.2	4.0	-3.7	13.3	6.5	3.5	2.3	12.6
DDE Tn7 FP inh	-1.8	-3.3	2.2	-4.8	0.0	-1.5	-2.2	-1.0
Tn6 DDE FP	4.1	-4.9	9.8	7.2	-3.1	-2.1	-4.0	-8.8
KLK7 zymogen act	-0.8	-0.4	-5.8	-0.8	0.1	-0.8	-0.9	-0.1
TDP2 inh	7.0	8.1	12.2	1.5	-4.7	4.3	-10.9	9.1
ASAP1 GAP inh	9.4	7.3	2.6	4.5	1.6	5.0	0.8	-4.3

#9 O=C(CCCOc1ccccc1)N1CCN(S(=O)(=O)c2ccc(Cl)cc2)CC1
#10 Cn1c(N)c(C(=O)COC(=O)/C=C/c2ccc(F)cc2)c(=O)n(C)c1=O
#11 CCS(=O)(=O)c1ccc(O)c(NC(=O)Nc2cccc3ccccc23)c1
#12 O=C(O)c1cc(-c2ccccc2)c(N2CCOCC2)s1
#13 Cc1ccc(C(=O)Nc2ccc3c(c2)ncn3C)cc1
#14 COc1ccc(Sc2cccc(Cl)c2)c(C(=O)O)c1
#15 COc1ccc(CCNC(=O)Nc2ccccc2[N+](=O)[O-])cc1
#16 Cc1cc2c(c(=O)o1)C1(C)CC(C)(O2)c2c(cc(C)oc2=O)O1

Screen / compound no.	9	10	11	12	13	14	15	16
ADAM17 inh	-0.7	-1.1	-11.5	-2.0	-0.7	-5.3	2.0	-6.1
ADAM10 inh	-2.8	-3.4	-5.8	8.0	8.3	-2.5	-2.0	1.2
PLCg1 inh	-0.7	1.4	-2.5	-2.5	1.1	-2.1	3.0	1.1
LEDGF integ inh	0.8	3.4	0.7	-1.1	-0.8	-1.6	0.4	-0.7
ARFGAP1 inh	-17.5	-2.2	-4.0	-7.0	-1.5	5.3	7.1	-190.9
DDE Tn7 FP inh	8.5	2.1	4.8	-5.6	6.1	-1.1	-0.3	1.2
Tn6 DDE FP	3.6	-5.6	-3.7	5.5	11.2	2.2	4.5	8.0
KLK7 zymogen act	0.3	0.1	-0.2	-0.6	0.2	-0.1	-0.4	0.1
TDP2 inh	2.1	-5.1	-9.2	7.7	3.0	1.9	1.5	3.8
ASAP1 GAP inh	-12.8	5.7	10.5	1.5	8.2	-5.4	-2.9	0.2

#17 CC1CCCC(NC(=O)NC(=O)COC(=O)c2ccc(O)cc2O)C1C (configuration not stated)
#18 COc1cc(OC)c(C(=O)OC(C)C(=O)Nc2cc(C(F)(F)F)ccc2Cl)cc1OC (configuration not stated)
#19 CN1CCN(C(=O)N(c2ccccc2)c2ccccc2)CC1
#20 CC(=O)NCCc1ccc(C(=O)CSc2nnc(C3CC3)n2C2CC2)cc1
#21 CCOC(=O)C(=O)Nc1ccc(S(=O)(=O)Nc2nccs2)cc1
#22 CC(=O)OC[C@H]1O[C@@H](Sc2cccc3cccnc23)[C@H](OC(C)=O)[C@@H](OC(C)=O)[C@@H]1OC(C)=O

Screen / compound no.	17	18	19	20	21	22
ADAM17 inh	1.3	2.8	-3.3	-0.6	0.2	-51.9
ADAM10 inh	2.4	4.0	3.9	-5.5	4.4	-163.0
PLCg1 inh	-0.4	-1.1	1.2	-0.9	1.2	-34.1
LEDGF integ inh	-2.0	-1.9	-2.9	3.8	-2.9	-1.8
ARFGAP1 inh	9.7	7.4	-4.3	5.7	-11.1	-8.5
DDE Tn7 FP inh	6.3	5.4	6.3	0.8	4.8	2.5
Tn6 DDE FP	-4.1	-5.7	1.5	7.3	2.7	1.8
KLK7 zymogen act	-0.1	0.5	-0.6	-0.5	-0.9	2.5
TDP2 inh	2.7	-0.6	10.3	4.0	-5.8	8.8
ASAP1 GAP inh	8.2	9.6	-12.4	0.2	-14.9	10.5
